697 NFkB inh – lowers PMA/ionomycin-induced NF-kB signal in 697 B cells | 697 B-cell NF-kB luciferase reporter, 16 h | 330,000 compounds, 0.33% hits | inhibition, % at 4 µM | AID 435022; in the data active means inhibition above about 35%
tim23-1 inh – inhibits growth of tim23-1 mutant yeast. S. cerevisiae tim23-1 growth, BacTiter-Glo luminescence, 24 h. inhibition, % at 20 µM. 330,000 compounds, 1.3% hits. AID 463212;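 active means growth inhibition of the mutant yeast at or above 50%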;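 further: temperature-sensitive mutant grown at 25 °C; plate controls were DMSO-treated mutant yeast for no effect and medium wells lacking yeast for full effect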
TIM10 inh – inhibits growth of TIM10 yeast strain. inhibition, % at 10 µM. S. cerevisiae TIM10 strain growth, BacTiter-Glo luminescence, 24 h. 330,000 compounds, 1.4% hits;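 active means inhibition of 40% or more at the single tested concentration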;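 further: wild-type TIM10 isogenic control strain grown at permissive 25 °C; 0% = DMSO yeast wells and 100% = minimal medium wells without yeast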
UPR CHOP act – activators of apoptotic arm of unfolded protein response (CHOP). CHO-CHOP luciferase reporter, UPR activation, luminescence; percent of tunicamycin response over DMSO baseline. activation, % at 10 µM. 330,000 compounds, 0.34% hits;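 active means at 10 µM dose, activation of 40% or more, normalized to positive control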;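 further: 100% = tunicamycin at 10 µg/mL and 0% = DMSO alone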
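Assay system: CHO-CHOP cells, stable luciferase reporter of PERK-eIF2a-CHOP signalling / Buffer or medium: F12 plus 10% serum / Compound dosing: one dose, 10 µM in 0.5% DMSO / Times: 6 h compound treatment, 37 °C / Technique: luciferase luminescence / Read-out: % reporter activation, DMSO baseline versus tunicamycin full activation / Benchmarks: tunicamycin and DMSO controls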
tim10-1 inh – growth inhibitors of tim10-1 mutant yeast. S. cerevisiae tim10-1 ts strain growth, BacTiter-Glo, 24 h. inhibition, % at 20 µM. 330,000 compounds, 2.2% hits. AID 463190;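 active means inhibition of at least 40%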;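 further: mutant grown at 25 °C; 0% = DMSO wells with yeast and 100% = wells holding no yeast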
Jurkat NFkB inh – inhibitors of the PMA/ionomycin-induced NF-kB reporter in Jurkat cells | 330,000 compounds, 0.53% hits | inhibition, % at 4 µM | PMA/ionomycin-induced NF-kB luciferase reporter, luminescence; in the data active means inhibition above about 50%
UPR XBP1 act – adaptive UPR (XBP1) activation | CHO-XBP1 luciferase reporter, IRE1-XBP1 UPR activation, luminescence; percent of tunicamycin response, DMSO as zero | activation, % at 20 µM | 330,000 compounds, 0.33% hits | AID 463104;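 active means versus positive control, 20 µM dose yields 30% or more activation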;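 further: 100% = tunicamycin at 10 µg/mL and 0% = DMSO only wells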
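Test system: CHO-XBP1 luciferase reporter cells | Buffer or medium: Serum-containing F12 medium, 10% FBS | Schedule: 6 h compound exposure at 37 °C, 5% CO2 | Detection: Steady-Glo luciferase glow luminescence, 10 min after reagent addition | Read-out basis: Activation, % of tunicamycin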
Mdm2 MdmX PPI – inhibitors of human Mdm2/MdmX interaction. inhibition, % at 8 µM. O15151+Q00987. SaOS-2 split-luciferase Mdm2/MdmX complementation, luminescence. 330,000 compounds, 3% hits;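 active means inhibition of at least 50% at 8 µM in the primary screen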
Target sequence (O15151 whole entry, looked up): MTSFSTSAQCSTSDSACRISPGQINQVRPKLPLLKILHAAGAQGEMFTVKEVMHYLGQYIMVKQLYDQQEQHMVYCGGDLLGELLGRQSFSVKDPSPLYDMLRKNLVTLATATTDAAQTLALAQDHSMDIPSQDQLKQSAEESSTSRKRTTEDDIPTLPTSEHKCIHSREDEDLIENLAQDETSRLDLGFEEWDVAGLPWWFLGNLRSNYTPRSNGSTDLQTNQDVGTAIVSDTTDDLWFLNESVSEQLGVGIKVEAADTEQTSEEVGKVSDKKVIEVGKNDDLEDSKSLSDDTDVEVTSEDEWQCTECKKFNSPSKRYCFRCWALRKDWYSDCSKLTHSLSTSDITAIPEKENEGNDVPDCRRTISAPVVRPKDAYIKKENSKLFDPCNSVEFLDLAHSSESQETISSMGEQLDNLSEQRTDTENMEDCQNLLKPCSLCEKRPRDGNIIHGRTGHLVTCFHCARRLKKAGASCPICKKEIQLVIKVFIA
Target sequence (Q00987 whole entry, looked up): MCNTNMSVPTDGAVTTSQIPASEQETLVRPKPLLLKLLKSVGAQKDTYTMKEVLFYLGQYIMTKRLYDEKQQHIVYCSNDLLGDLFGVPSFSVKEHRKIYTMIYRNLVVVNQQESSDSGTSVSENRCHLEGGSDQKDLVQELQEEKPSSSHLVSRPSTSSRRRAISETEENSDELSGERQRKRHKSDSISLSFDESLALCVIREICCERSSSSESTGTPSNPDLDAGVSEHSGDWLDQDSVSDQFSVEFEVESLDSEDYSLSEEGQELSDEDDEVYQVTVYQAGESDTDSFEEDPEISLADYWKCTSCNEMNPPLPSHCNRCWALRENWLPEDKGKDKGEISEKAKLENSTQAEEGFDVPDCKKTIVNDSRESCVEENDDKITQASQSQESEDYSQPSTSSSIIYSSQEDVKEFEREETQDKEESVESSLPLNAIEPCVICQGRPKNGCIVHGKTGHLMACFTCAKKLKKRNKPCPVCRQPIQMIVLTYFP
Starred values were filed as active, the others as inactive; · = not tested or not shown.

SMILES	697 NFkB inh	tim23-1 inh	TIM10 inh	UPR CHOP act	tim10-1 inh	Jurkat NFkB inh	UPR XBP1 act	Mdm2 MdmX PPI
CC(C)(C)NC(=O)C(c1ccc(-c2ccccc2)cc1)N(C[C@H]1CC[C@@H]([C@@H]2CC[C@H](CO)O2)O1)C(=O)c1ccc2ccccc2c1 (stereo partly drawn)	11	35	2	3.7	20	·	6	22
Cn1c(N)c(C(=O)COC(=O)Cc2ccc(Cl)c(Cl)c2)c(=O)n(C)c1=O	3	24	6	0.9	8	17	4	0
CCN1CCN(C(c2ccc(OC)cc2)c2nnnn2Cc2ccc3c(c2)OCO3)CC1 (stereo not drawn)	-10	0	2	0.4	-10	0	0	-20
COC(=O)C1(C(=O)OC)Sc2ccccc2C1=O	17	26	9	-0.4	3	14	0	10
O=C(N/N=C1\CCSC1)c1cc(Cl)ccc1O	14	8	-1	2.8	-11	14	-3	-4
COc1ccccc1-c1sc2ccccc2c1-c1ccc2c(c1)OCCO2	-3	21	13	3.3	16	-20	-2	-7
Cc1ncn(-c2ccc(C(=O)Oc3ccccc3)cn2)n1	2	13	0	0.8	14	-7	5	1
CCC(Sc1nc(C)cc(C)n1)C(=O)NC1=NN=C(c2ccc(C)cc2)CS1 (stereo not drawn)	2	13	2	0.0	11	3	1	-8
CCCN1C(=O)/C(=N\OCC(=O)NCC(F)(F)F)c2ccccc21	13	10	5	-0.5	8	3	-1	-30
O=C(OCC(=O)c1c[nH]c2ccccc12)c1ccc(Br)o1	12	29	3	7.4	12	-19	1	-26
CCC(CC)c1nnc(NC(=O)c2c(-c3ccccc3)noc2C)s1	6	23	11	-1.3	18	-5	-4	17
O=C(CCC(=O)c1cccs1)OCc1nc2ccccc2s1	-6	-3	-5	3.3	21	-5	0	-2
COc1ccccc1CNC(=O)c1ccc(N(C)S(=O)(=O)c2ccc(C)cc2)cc1	-9	-8	-1	-1.6	2	-8	-3	24
COc1ccc(COC(=O)c2n[nH]c3ccccc23)cc1F	-33	38	35	3.5	30	-48	-1	-80
Cc1ccc(NC(=O)Cn2nc(C)c(S(=O)(=O)N(C)C)c2C)cc1C	4	-1	-18	-2.8	-23	-10	-4	15
CCNC(=O)CCCOc1ccc(Cl)cc1Cl	0	3	12	-0.7	10	-8	4	-24
O=C(CSc1ncc(-c2ccc(F)cc2)n1Cc1ccco1)Nc1ccc2c(c1)OCO2	-27	-3	17	15	26	-53	0	3
CCOC(=O)C1CCN(CCC(=O)Nc2cccc(Cl)c2)CC1	9	-10	6	0.4	-16	9	-1	27
COC(C[C@@H](O)CC(=O)COCc1ccccc1)OC	4	-5	-7	2.1	-1	-17	-1	32
O=C(Nc1nnc(C2=COCCO2)o1)c1ccc(S(=O)(=O)N2CCOCC2)cc1	-22	7	-1	3.1	14	-9	2	10
CCOC(=O)C1=C(C)Nc2nc(SC)nn2C1c1ccc(C(=O)OC)cc1 (stereo not drawn)	20	-6	3	0.2	1	1	-1	13
CCCN1C(=O)c2cc(C(=O)Nc3ccccc3C)ccc2C1Nc1ccccc1C (stereo not drawn)	-29	29	22	-0.5	19	-7	-3	10
Nc1ncncc1-c1ccc2ccccc2c1	11	13	-1	1.8	11	-7	-4	28
CCOC(=O)N1C(=O)C2(CCCCC2)N(c2ccccc2Cl)C1=S	-18	78*	57*	-0.7	60*	26	-1	9
Cc1ccccc1-n1ncc2c1CC(C)(C)CC2NC(=O)C1CCC1 (stereo not drawn)	-3	17	14	-0.3	22	12	-1	8
SMILES	697 NFkB inh	tim23-1 inh	TIM10 inh	UPR CHOP act	tim10-1 inh	Jurkat NFkB inh	UPR XBP1 act	Mdm2 MdmX PPI
Cc1cccc(OC(=O)c2ccc3nccnc3c2)c1	4	-5	3	0.0	19	8	3	15
Cc1nnc(SCC(=O)NC2CCCCCC2)n1N	18	-16	-2	0.9	-9	5	0	-11
Cc1ccc(NC(=S)N(C)C)cc1C	-1	5	-9	-0.9	-21	17	0	11
Cc1c(Cc2ccccc2)c(=O)oc2c(C)c(OCc3nn[nH]n3)ccc12	-4	17	6	-2.6	4	12	-5	11
COc1ccc(CCNC(=O)CSc2nc(=O)n3cccc(C)c3n2)cc1OC	30	-3	-14	0.6	-2	-6	-3	12
O=C(CCC1CCCCC1=O)c1ccccc1 (stereo not drawn)	-5	7	-22	2.8	29	-22	1	-11
Cc1ccc(S(=O)(=O)N2CCCCC2CCNC(=O)C(=O)NCc2cccnc2)cc1 (stereo not drawn)	6	7	-5	2.2	4	62*	-1	33
CCOc1ccc2cc(C3CC(c4ccco4)=NN3S(C)(=O)=O)c(Cl)nc2c1 (stereo not drawn)	9	30	8	-2.7	15	-2	0	-20
COc1ccccc1NC(=O)CSc1nc(=O)n(CCN2CCOCC2)c2c1CCC2	0	-12	2	2.4	-8	15	2	6
CC1CN(S(=O)(=O)N2CCOCC2)CCN1S(=O)(=O)N1CCOCC1 (stereo not drawn)	19	10	3	-1.7	5	-11	-2	-22
COc1ccc2c(c1)C(C)(CCN)C(=O)N2C (stereo not drawn)	17	-4	-11	0.5	-7	8	-3	12
O=C(CCCc1c[nH]c2ccccc12)NCCc1c[nH]c2ccccc12	-13	22	11	-0.4	27	0	0	-5
COc1ccc(OC)c(S(=O)(=O)N2CCN(c3ncccn3)CC2)c1	-8	21	-6	1.7	-1	-4	-4	2
CCCOC(=O)Nc1nc(-c2ccc(C)cc2)c(C)s1	-41	27	13	2.7	12	-16	-1	-2
CC(Oc1ccccc1)C(=O)Nc1nnc(S(=O)(=O)N(C)c2ccccc2)s1 (stereo not drawn)	13	20	6	0.1	18	-2	-7	11
O=C(O)CSc1nnc(-c2ccco2)o1	6	3	9	-0.1	5	-8	-2	4
CC(C)(C)c1cccc(C2(O)C(=O)c3ccccc3C2=O)c1O	-7	18	13	0.8	15	5	-3	26
COc1ccc(/C=C/c2nc(-c3ccccc3O)n(-c3ccccc3)n2)cc1	-15	17	-7	2.9	11	-15	0	-3
Cc1cccc(N2C(=O)CC(SC(N)=Nc3ccccc3)C2=O)c1 (stereo not drawn)	1	13	7	1.5	1	8	4	-19
O=C(Nc1cccc(S(=O)(=O)Nc2ccccc2Cl)c1)c1ccc(N2CCCC2)c([N+](=O)[O-])c1	1	5	-12	-0.3	-2	-3	-4	20
Cc1cc(C(=O)OCC(=O)N2CC(=O)Nc3ccccc32)no1	12	6	8	-1.0	5	17	1	-19
CCOc1ccccc1Cn1c(=O)sc2ccccc21	-15	2	-24	-1.2	17	-4	-3	20
COc1cccc(C(=O)Nc2nnc(-c3cccs3)s2)c1	-99	-21	-27	0.9	-17	-60	-12	-112
Cn1nc(C(=O)Nc2ccc3c(c2)OCCO3)cc1C(=O)O	1	22	-4	-4.0	1	-8	-7	13
Cc1ccc(CSc2nnc(SCC(=O)N/N=C/c3ccccc3OCC(=O)O)s2)cc1	20	23	8	-0.5	-5	-52	-1	-2
SMILES	697 NFkB inh	tim23-1 inh	TIM10 inh	UPR CHOP act	tim10-1 inh	Jurkat NFkB inh	UPR XBP1 act	Mdm2 MdmX PPI
CCOc1ccc(C(=O)Nc2cccc(-c3ccc4nncn4n3)c2)cc1	11	-5	19	2.5	12	-14	2	14
Cc1cccc(C(=O)NNC(=O)c2ccc(NC(=O)C(C)(C)C)cc2)c1	-1	-15	-11	0.9	-10	-6	-4	-1
COCCNC(=O)c1ccc(CS(=O)(=O)c2ccc(C)cc2)o1	-18	1	-8	2.7	10	-6	0	-21
CCC(=O)Nc1ccc2nc(C3CC3)n(Cc3ccccc3)c(=O)c2c1	-95	5	-5	5.4	9	-45	5	-153
CCCCC1CCC(C(=O)N(CCOC)c2c(N)n(CC(C)C)c(=O)[nH]c2=O)CC1 (stereo not drawn)	2	17	16	1.7	12	15	-1	6
O=C1C2C3C=CC(C3)C2C(=O)N1c1cccc2ccccc12 (stereo not drawn)	3	12	-8	1.1	10	1	-1	7
COC(=O)C(Cc1cnc[nH]1)NC(=O)C1CCC(=O)N1 (stereo not drawn)	1	2	-10	-1.2	10	-8	-2	10
Nc1nc(COC(=O)C2CC(=O)N(CCc3ccccc3)C2)nc(Nc2ccccc2)n1 (stereo not drawn)	6	6	7	0.9	5	-4	2	19
COc1ccc(S(=O)(=O)N2CCCC(C(=O)NCc3cccnc3)C2)cc1OC (stereo not drawn)	-4	-5	-4	1.3	-11	5	-3	8
CCOC(=O)CNC(=S)N(CCCN1CCCC1)Cc1cccs1	7	9	-11	-2.9	3	-17	-2	6
C[C@@H]1CN([C@H](C)CO)C(=O)c2cc(NS(=O)(=O)c3cn(C)cn3)ccc2O[C@H]1CN(C)C(=O)Nc1ccccc1	18	16	3	0.6	12	-2	-3	21
CCN(CC)S(=O)(=O)c1ccc(NC(=O)c2ccc(NS(C)(=O)=O)cc2)cc1	0	14	13	0.6	8	7	0	2
Cc1ccc(N2CC(C(=O)Nc3cc(C(F)(F)F)ccc3N3CCCC3)CC2=O)cc1 (stereo not drawn)	-23	11	10	0.1	23	15	-2	24
COc1ccc(-c2oc3ccccc3c2C#CC(C)(C)O)cc1	2	52*	34	0.6	19	-6	5	26
Cn1nnnc1SCC(=O)NCc1cc([N+](=O)[O-])ccc1O	12	-3	-1	-1.1	3	5	-3	7
O=C(C1CCN(C2CC(=O)N(c3ccc(Cl)cc3)C2=O)CC1)N1CCOCC1 (stereo not drawn)	-1	20	12	-0.2	39	-6	-5	16
O=C(Nc1ccccn1)Nc1cccs1	-17	-7	-3	1.7	-40	-27	1	4
COc1cccc(C(=O)N/N=C(/c2ccccc2)c2ccccn2)c1	-44	35	40*	22	35	27	2	84*
CSc1cccc(NC(=S)N(CCCN2CCCC(C)C2)Cc2cccs2)c1 (stereo not drawn)	8	25	-14	-1.1	22	-17	-3	18
COc1ccc(C(=O)O)cc1S(=O)(=O)Nc1cccc(C(F)(F)F)c1	18	-1	8	-1.5	2	11	-1	12
COC(=O)CNC(=O)CN1C(=O)N(c2ccc(Cl)cc2)C(N(O)C(=O)Nc2ccc(Cl)cc2)C1(C)C (stereo not drawn)	10	13	12	-0.1	-5	3	-5	5
COc1ccc(N2CCN(S(=O)(=O)c3ccc(Cl)s3)CC2)cc1	-19	11	5	-0.2	0	-8	6	-8
C=CCNc1nc(Cl)ncc1F	-9	4	5	0.8	11	-8	1	-11
COCCN1Cc2cccc(C(=O)N3CCN(c4cc(C)ccc4C)CC3)c2C1=O	-15	4	8	0.9	-2	-3	-2	14
